Source: PubChem (several laboratories)
TNAP inh hiacc = human TNAP enzyme inhibitors, primary screen, biochemical, luminescent, high phosphate acceptor level, uHTS; inhibition, % at 20 µM; Alkaline phosphatase, tissue-nonspecific isozyme (Homo sapiens), P05186; AID 1135, 2008; purified TNAP, CDP-star luminescence, 1 M DEA; 200,000 compounds, 0.03% hits;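 active = over 50% inhibition of tissue-nonspecific alkaline phosphatase at 20 µM in the single-dose screen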;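 note: plate controls were DMSO wells for no effect and EDTA-quenched wells as full inhibition for full effect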
Diaph inh CS = diaphorase inhibitors and chemical oxidizers, primary screen, counter-screen for diaphorase-coupled primary assays, biochemical, uHTS, resorufin fluorescence; 190,000 compounds, 0.69% hits; inhibition, % at 20 µM; AID 1217, 2008; diaphorase resazurin-to-resorufin fluorescence, NADH, 16 min; bacterial (C. kluyveri) enzyme, not human;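 active = primary screen inhibition at 20 µM above a set limit, cut at about 50% in these data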;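 note: plate controls were DMSO with full reaction for no effect and wells lacking NADH for full effect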
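Test system: Clostridium kluyveri diaphorase enzyme / Quantity: diaphorase at 0.14 U/mL in enzyme working solution / Incubation: 16-min room-temperature incubation before reading / Benchmarks: NADH-free wells as positive control, DMSO-only neutral wells / Signal: resorufin fluorescence 544/590 nm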
Diaphorase act = compounds boosting diaphorase resazurin reduction – biochemical, uHTS, resorufin fluorescence, counter-screen for diaphorase-coupled primary assays, primary screen; Diaphorase/resazurin coupled assay, 16 min; stronger effect = higher value; 1 = vehicle wells, 0 = NADH-free wells; activation factor at 20 µM; 190,000 compounds, 0.005% hits; AID 1229, 2008;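 active = diaphorase activity raised at least twofold by the compound at 20 µM; inactive = activation factor below 2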
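Material: Purified diaphorase enzyme from Clostridium kluyveri | Buffer or medium: 50 mM HEPES pH 7.4 with 4.542 mM MgCl2, 0.005% Tween 20 | Times: 16 min enzyme reaction, ambient temperature | Signal: Red resorufin fluorescence at 544/590 nm excitation/emission | Measure: Increased resorufin signal from activators or reducing compounds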
TNAP act hiacc = TNAP activators at high phosphate acceptor level, primary screen, biochemical, luminescence, uHTS; 200,000 tested, under 10 active; activation factor at 20 µM; purified TNAP, CDP-star luminescence, 1 M DEA, 30 min; stronger effect = higher value; 0 = EDTA background, 1 = DMSO-only activity;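 active = activation factor at least 2 at 20 µM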
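Measured by: Luminescent substrate turnover signal | Test system: Human TNAP | Input: TNAP 1/800 final | Dosing: 20 µM single point | Schedule: 30 min, room temperature | Controls: EDTA wells as negative control, DMSO wells as positive control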
TNAP inh no acc = human TNAP enzyme inhibitors, primary screen, biochemical, luminescent, no phosphate acceptor, uHTS. 200,000 compounds, 0.26% hits. AID 1012, 2008. Alkaline phosphatase, tissue-nonspecific isozyme (Homo sapiens), P05186. purified TNAP, CDP-star luminescence, 30 min. inhibition, % at 20 µM;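 active = tissue-nonspecific alkaline phosphatase inhibition above about 50% at 20 µM in the single-dose screen, limit read from the data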;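 note: 0% = DMSO negative control and 100% = EDTA positive control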
HMGR II inh = inhibitors of E. faecalis class II HMGR, primary screen, biochemical, Enterococcus faecalis. HMG-CoA reductase (Enterococcus faecalis, mvaE). purified E. faecalis HMGR, NADPH absorbance 340 nm kinetic. inhibition, % at 10 µM. 190,000 compounds, 0.41% hits. AID 1066, 2008;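 active = inhibition above a set limit, the median over all tested compounds plus 3 SD, cut at about 9.5% in these data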;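 note: enzyme runs in reverse so mevalonate oxidation gives rising NADPH absorbance; 0% = complete reaction with DMSO and 100% = background rate lacking mevalonate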
PMI act hi M6P = human PMI activators, high substrate, primary screen, biochemical, fluorescence intensity, near-saturating mannose 6-phosphate. Mannose-6-phosphate isomerase (Homo sapiens), P34949. coupled PMI enzyme assay, resazurin fluorescence, 20 min; stronger effect = higher value; 1 = untreated enzyme, 0 = substrate-free blank. 190,000 compounds, 0.34% hits. activation factor at 20 µM;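 active = activation factor of 2 or more at 20 µM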
Target sequence (P34949 whole entry, looked up): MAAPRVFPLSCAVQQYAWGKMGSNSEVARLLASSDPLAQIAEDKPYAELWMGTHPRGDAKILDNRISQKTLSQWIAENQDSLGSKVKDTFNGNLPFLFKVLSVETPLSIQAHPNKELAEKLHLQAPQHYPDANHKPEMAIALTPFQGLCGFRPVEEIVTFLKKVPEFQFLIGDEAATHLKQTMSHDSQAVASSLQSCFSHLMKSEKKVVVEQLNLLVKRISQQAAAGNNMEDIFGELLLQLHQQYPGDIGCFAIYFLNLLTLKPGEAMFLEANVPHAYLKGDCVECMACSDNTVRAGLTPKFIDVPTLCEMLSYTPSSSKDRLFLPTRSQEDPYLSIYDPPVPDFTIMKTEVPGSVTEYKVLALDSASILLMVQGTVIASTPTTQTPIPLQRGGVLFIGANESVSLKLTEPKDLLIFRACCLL
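Test system: human phosphomannose isomerase with PGI, G6PDH, diaphorase coupling enzymes; Amount: PMI at 15 ng/mL final; Reagent: Mannose-6-phosphate 1.0 mM (near-saturating) plus 0.22 mM NADP+; Timing: 20 min, room temperature; Technique: resorufin fluorescence at Ex 544/Em 590 nm; Dosing: 20 µM single dose.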
G6PDH counter = L. mesenteroides G6PDH inhibitors, counter-screen for G6PDH-coupled screening assays, biochemical, Leuconostoc mesenteroides enzyme | glucose-6-phosphate dehydrogenase [Leuconostoc mesenteroides] | Purified L. mesenteroides G6PDH, diaphorase/resazurin coupled fluorescence, 45 min | inhibition, % at 5 µM | 200,000 compounds, 0.12% hits; in the data active = inhibition above about 50%
FLuc stim CS = FLuc activators, initial screening, artefact control for FLuc-dependent activation tests, biochemical, ATPlite luminescence | activation factor at 10 µM | AID 1027, 2008 | 200,000 tested, under 10 active | ATPlite luciferase biochemical, 10 min; 0 = ATP-free wells, 1 = DMSO control;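 active = luciferase activation factor, scaled between plate controls, of at least 2 with compound at 10 µM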
Target sequence (P08659 whole entry, looked up): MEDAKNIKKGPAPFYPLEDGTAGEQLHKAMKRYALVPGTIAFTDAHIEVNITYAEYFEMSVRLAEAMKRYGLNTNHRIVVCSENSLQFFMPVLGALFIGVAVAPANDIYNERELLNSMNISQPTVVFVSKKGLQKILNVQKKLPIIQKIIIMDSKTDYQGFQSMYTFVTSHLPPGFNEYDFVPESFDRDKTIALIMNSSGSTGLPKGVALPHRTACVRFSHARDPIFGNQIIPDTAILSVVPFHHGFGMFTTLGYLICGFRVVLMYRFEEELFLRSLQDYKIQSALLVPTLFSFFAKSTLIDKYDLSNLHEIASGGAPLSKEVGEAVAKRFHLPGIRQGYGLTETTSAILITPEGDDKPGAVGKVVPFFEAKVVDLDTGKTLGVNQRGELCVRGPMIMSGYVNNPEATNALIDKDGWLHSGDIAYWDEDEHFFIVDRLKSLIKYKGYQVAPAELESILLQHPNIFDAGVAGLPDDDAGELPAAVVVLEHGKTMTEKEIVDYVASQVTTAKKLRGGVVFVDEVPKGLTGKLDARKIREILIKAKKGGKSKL
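assay system = Luciferase/luciferin detection reagent, cell-free biochemical luciferase assay | also added = ATP substrate | times = 10 min post-reagent at room temperature | measured by = luminescence from luciferase reaction | measure = luciferase activation, seen as luminescence increase over controls | benchmarks = low control with PBS replacing ATP, high control enzyme plus ATP without compound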
PMI act = activators of human PMI, primary screen, biochemical, fluorescence intensity, near-Km mannose 6-phosphate; Mannose-6-phosphate isomerase (Homo sapiens), P34949; purified human PMI, coupled resazurin fluorescence, 20 min; stronger effect = higher value; 1 = vehicle control, 0 substrate-free wells; activation factor at 20 µM; 190,000 compounds, 0.005% hits; AID 1214, 2008;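 active = activation factor of 2 or more at 20 µM, relative to plate controls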
Numbers without * were called inactive; nt = no result given.

Structure	TNAP inh hiacc	Diaph inh CS	Diaphorase act	TNAP act hiacc	TNAP inh no acc	HMGR II inh	PMI act hi M6P	G6PDH counter	FLuc stim CS	PMI act
CCN1CCN(c2ncc(C(=O)Nc3c(F)cc(F)cc3Br)c3ccccc23)CC1	1	7	0.9	1	-5	2	0.9	13	1	0.9
O=C1C(Cl)=C(NCC2CCCO2)C(=O)N1C1CCCCC1 (stereo unspecified)	-7	-7	1.1	1.1	2	-2	1.6	8	1.1	1.3
CC(C)(C)n1nnnc1C(c1cccc(C#N)c1)N1CCCCCC1 (stereo unspecified)	-3	12	0.9	1	-7	4	0.9	4	1	0.9
C=C(C)Cn1c(C(C)NC(=O)CCC)nc2ccccc21 (stereo unspecified)	-10	-10	1.1	1.1	-5	-1	1.1	22	1.1	1
O=C(NN=C1CCCCCC1)c1ccc2c(c1)OCO2	-6	-5	1	1.1	-10	-8	1.2	5	1	1.1
CC1CC(=O)N(CC(=O)Nc2ccc3c(c2)OCO3)c2ccccc2S1 (stereo unspecified)	-4	15	0.8	1	-10	1	0.9	5	1	0.8
c1nnc(NC2=NCCC2)s1	-3	7	0.9	1	-14	-5	1	14	1	0.9
Cc1cc(N)n(-c2ncnc3scc(-c4ccc(Cl)cc4)c23)n1	1	3	1	1	-4	-1	1	6	1	1
CC(C)C[C@@H](CN(N=O)[C@@H](Cc1ccccc1)CN(C)N=O)N(CCc1ccccc1)N=O	-7	33	0.7	1.1	-12	0	0.9	18	1.1	0.9
CCCNC(=O)C1CCN(c2cc(-c3ccccc3)nc3ncnn23)CC1	-2	nt	nt	1	-3	-1	nt	16	1.1	nt
CCCc1nc2ccccc2c(C(=O)OCC(=O)c2ccc3c(c2)NC(=O)CO3)c1CC	-6	12	0.9	1.1	-13	-4	1	3	1.1	1
CCCCCCCCNc1ncnc2ccccc12	2	7	0.9	1	-4	-6	1	6	1	0.9
COc1ccc(NC(=O)c2cc(-c3cccs3)on2)cc1OC	-5	-10	1.1	1.1	-13	1	1	3	1	1
COc1cc(C(=O)OCC(=O)c2cc(C)n(C)c2C)cc(OC)c1OC	-8	2	1	1.1	-8	-2	1	6	1	1
Cn1c(SCC(=O)N(C2CCCCC2)C2CCCCC2)nnc1-c1cccs1	-6	30	0.7	1.1	-10	1	0.9	-2	1	0.8
COCCCNC(=O)C(F)(F)C(F)(F)C(=O)NCCCOC	0	11	0.9	1	-5	-5	1	1	1	1
COc1ccc2c(c1)Cc1sc(NC(=O)c3ccco3)nc1-2	-6	27	0.7	1.1	-13	-4	0.5	14	0.9	0.9
O=C(Cn1cnnn1)OCC(=O)c1ccc(Cl)s1	-1	8	0.9	1	-10	1	1.2	8	1	1.2
O=C(CCn1c(=O)c2ccccc2n(CC(=O)NCCC2=CCCCC2)c1=O)NCc1ccco1	-1	-2	1	1	-16	-4	1	-7	1	1
O=C(O)c1cc(NC(=S)NC(=O)C(c2ccccc2)c2ccccc2)ccc1Cl	-4	19	0.8	1	0	-3	0.9	6	1	0.9

Taken from above.
Entry for Cn1c(SCC(=O)N(C2CCCCC2)C2CCCCC2)nnc1-c1cccs1 under Diaph inh CS: 30
Entry for O=C(O)c1cc(NC(=S)NC(=O)C(c2ccccc2)c2ccccc2)ccc1Cl under PMI act hi M6P: 0.9

Later entries.
Structure	TNAP inh hiacc	Diaph inh CS	Diaphorase act	TNAP act hiacc	TNAP inh no acc	HMGR II inh	PMI act hi M6P	G6PDH counter	FLuc stim CS	PMI act
COc1ccc(C(=O)COC(=O)CCN2C(=O)C3C4CC(C(Br)C4Br)C3C2=O)cc1 (stereo unspecified)	-7	20	0.8	1.1	-10	-4	0.9	1	1.1	0.9
CCN(Cc1ccccc1)S(=O)(=O)c1cc(C(=O)O)ccc1OC	-5	0	1	1	-8	-9	1.2	6	1	1.2
CCOC(=O)c1c(NS(C)(=O)=O)sc2c1CCC(C)C2 (stereo unspecified)	-5	17	0.8	1	-29	0	1	4	1	1.1
C=CCn1c(CCC(O)COCCC)n[nH]c1=S (stereo unspecified)	-7	18	0.8	1.1	2	3	0.9	14	1.1	0.9
CC(c1ccc(Br)cc1)N1CC23C=CC(O2)C(C(=O)O)C3C1=O (stereo unspecified)	-7	-2	1	1.1	-10	-1	0.9	4	1	1
CCC(CO)NCc1ccc(OC2CCCC2)cc1 (stereo unspecified)	-1	-9	1.1	1	-7	1	1.1	4	1	1.1
N=c1c(C(=O)NCC2CCCO2)cc2c(=O)n3ccccc3nc2n1Cc1cccnc1 (stereo unspecified)	2	2	1	1	-7	-1	0.9	3	1	0.8
O=C(/C=C/c1ccc2c(c1)OCO2)c1ccco1	-3	6	0.9	1	-11	-4	1	-4	0.4	0.9
CCC(NS(=O)(=O)c1c(C)[nH]c(=O)[nH]c1=O)C12CC3CC(CC(C3)C1)C2 (stereo unspecified)	-1	14	0.9	1	0	-1	0.8	0	1.1	0.9
OC(CNCc1ccco1)Cn1c2ccc(Br)cc2c2cc(Br)ccc21 (stereo unspecified)	-2	-18	1.2	1	1	-2	0.9	6	1	0.8
CC(=O)c1cccc(NC(=O)[C@@H](NC(N)=O)C(C)C)c1	-3	5	0.9	1	-4	-6	0.9	2	1	1
O=C(Cn1cnc2c(nnn2Cc2ccc(F)cc2)c1=O)NCc1ccc2c(c1)OCO2	-2	8	0.9	1	-12	-3	1	-1	1.1	1.1
O=C(CCl)N(Cc1cccc([N+](=O)[O-])c1)c1cccc(Cl)c1	-1	8	0.9	1	-1	1	1.2	7	1.1	1.3
C=CCOc1cc(OC)c(OC)c(OC)c1	-2	19	0.8	1	-4	3	0.5	21	1	0.7
COCc1cc(C)nc(N2CCCCC2)c1C#N	0	8	0.9	1	-9	4	0.9	11	1	0.9
CC(C)N1CCc2c(sc(NC(=O)c3nc4ccccc4s3)c2C(N)=O)C1	4	48	0.5	1	-4	-8	1	3	1	1.3
CSc1nc2ccc(NC(=O)C3CCCO3)cc2s1 (stereo unspecified)	1	7	0.9	1	-4	-2	0.9	11	0.8	0.9
CCN(CC)S(=O)(=O)c1ccc(N2CCOCC2)c(NC(=O)c2cc(-c3ccccn3)nc3ccccc23)c1	0	45	0.5	1	0	12*	0.8	-1	1	0.8
N#Cc1c(NC(=S)NC(=O)c2ccccc2)sc2c1CCC2	9	17	0.8	0.9	-10	-6	1	5	1	0.8
Cc1cc(C(=O)NCc2ccc(C(=O)O)o2)c(C)o1	-7	13	0.9	1.1	-15	-1	1	6	1.1	1
Fc1ccc(Nc2ccc(-c3ccc(F)cc3)nn2)cc1	-3	5	1	1	-5	-8	0.9	9	0.8	0.9
CC(C)CCN1CC(O)=C(c2nc(-c3ccc(Cl)cc3)cs2)C1=N	-8	-2	1	1.1	-8	-2	1	6	1	1
CCOc1ccc(-n2c(SCC(=O)Nc3ccc(OC)cc3OC)nc3c(c2=O)SCC3)cc1	-1	29	0.7	1	-2	-3	0.9	10	1.1	0.8
O=C(COc1ccc(Cl)cc1)NCc1nnc(SCC(=O)Nc2ccc3c(c2)OCCO3)o1	0	8	0.9	1	-10	-1	1	3	1.1	1
CCc1cc2cc3c(cc2nc1SCC(=O)OC(C)C)OCO3	-4	-3	1	1	-6	2	1	9	1	0.9
O=C1OCc2ccc(NC(=O)C3CC3)cc21	3	3	1	1	9	0	1	13	1	1
COC(=O)c1[nH]c2ccc(F)cc2c1NC(=O)CCN1CC(C)OC(C)C1 (stereo unspecified)	-6	0	1	1.1	-17	0	1	16	1	1
